FXIIa inh = factor XIIa (human) inhibition; P00748; purified FXIIa, Boc-QGR-AMC fluorogenic substrate, 2 h; inhibition, % at 5 µM; 0.3% of 220,000 active; in the data active = inhibition above about 40%;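 note: 0% = enzyme with no compound and 100% = blank without enzyme; many of its hits are not listed in these tables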
Hck Nef HTS = human Hck-Nef kinase inhibition | P08631 | Recombinant Hck-YEEI plus Nef, Z-Lyte FRET kinase assay | inhibition, % at 20 µM | 0.68% of 220,000 active | AID 463187;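 active = Hck-Nef kinase inhibition above about 50%, limit read from the data; inactive = inhibition below that limit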;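 note: 0% = DMSO with Hck plus Nef and 100% = Hck alone without Nef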
Runt-CBFb FRET = blocks binding of human RUNX1 Runt domain to CBFb. inhibition, % at 20 µM. Q01196+Q13951. 0.46% of 220,000 active. Cerulean-Runt/Venus-CBFb FRET ratio 530/480, 1 h;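 active = inhibition over about 50% at 20 µM in the single-dose screen, limit read from the data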;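 note: 0% = DMSO wells and 100% = excess unlabeled CBFb competitor control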
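test system = Cerulean-Runt domain fusion protein, energy donor | probe or stimulus = Venus-CBFb binding partner, 100 nM | incubation = two 1 h room-temperature incubations shielded from light | detection = fluorescence energy transfer, 422 nm excitation, 530/480 nm emission | measure = loss of energy transfer signal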
thrombin 1536 = blocks human thrombin protease activity | P00734 | alpha-thrombin, Boc-VPR-AMC fluorogenic substrate cleavage | inhibition, % at 5 µM | 0.26% of 220,000 active | AID 1046;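 active = inhibition at or above 40%; inactive = inhibition below 40%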;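 note: 0% = enzyme with no compound and 100% = wells without enzyme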
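Test system: human alpha-thrombin; medium: pH 7.5 Tris-saline with Tween 20; times: reaction at room temperature; signal: AMC fluorescence at 355 nm excitation and 460 nm emission; also added: Boc-VPR-AMC substrate, 15 µM final; dosing: one concentration per compound, 5 µM, with 0.2% DMSO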
14-3-3 Bad inh = disrupts binding of bovine 14-3-3 zeta to phospho-Bad peptide; TR-FRET 14-3-3zeta/Dy647-pBad peptide displacement, 1 h; 0.71% of 220,000 active; AID 781; inhibition, % at 21.7 µM; P63103;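 active = inhibition above about 70%, limit read from the data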;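 note: 0% = full 14-3-3 plus peptide FRET controls and 100% = background without 14-3-3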
Target sequence (P63103 whole entry, looked up): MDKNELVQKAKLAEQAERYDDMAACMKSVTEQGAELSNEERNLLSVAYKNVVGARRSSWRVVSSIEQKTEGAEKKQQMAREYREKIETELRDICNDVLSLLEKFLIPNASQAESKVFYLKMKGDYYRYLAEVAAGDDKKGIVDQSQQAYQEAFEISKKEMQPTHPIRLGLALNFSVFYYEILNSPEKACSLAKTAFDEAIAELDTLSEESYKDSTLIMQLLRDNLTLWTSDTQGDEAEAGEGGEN
FXIa inh = blocks human coagulation factor XIa protease activity | P03951 | purified FXIa, Boc-Glu-Ala-Arg-AMC fluorogenic substrate | inhibition, % at 5 µM | 0.14% of 220,000 active | AID 798;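 active = inhibition of at least 40%; inactive = inhibition below 40%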;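 note: fluorescence of freed AMC excited at 355 nm; 0% = enzyme without compound and 100% = no enzyme blank; many of its hits are not listed in these tables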
Runt-SMMHC FRET = blocks binding of human RUNX1 Runt domain to CBFb-SMMHC. Cerulean-Runt/Venus-CBFb-SMMHC FRET ratio 530/480, 1 h. 0.74% of 220,000 active. AID 1434. inhibition, % at 20 µM. Q01196+Q13951;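 active = mean inhibition across duplicate retests at 20 µM reaching about 50%, limit read from the data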;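 note: 0% = DMSO wells and 100% = wells with excess untagged CBFb-SMMHC; inhibitors lower the FRET ratio by blocking Runt binding to CBFb-SMMHC; some results filed as inactive read as strong as hits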
KLK5 inh = inhibitors of human kallikrein 5; Q9Y337; recombinant hK5, fluorogenic AMC substrate cleavage; inhibition, % at 5 µM; 0.59% of 210,000 active; AID 873;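 active = inhibition of 40% or more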;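 note: 0% = enzyme controls without compound and 100% = no-enzyme blanks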
Wee1 stabilizer = human Wee1 degradation inhibition, primary screen; P30291; HeLa Luc-Wee1K328M stability, luciferase luminescence; 100% = proteasome inhibitor MG132 effect; reporter increase, % at 5 µM; 1.2% of 220,000 active;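 active = activation above the mean of all tested compounds plus 3 SD, set per screening run, cut at about 8.8% in these data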;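 note: cells exposed to compound for 20 h before luminescence read; 0% = DMSO alone and 100% = MG132 at 30 µM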
Target sequence (P30291 whole entry K328M): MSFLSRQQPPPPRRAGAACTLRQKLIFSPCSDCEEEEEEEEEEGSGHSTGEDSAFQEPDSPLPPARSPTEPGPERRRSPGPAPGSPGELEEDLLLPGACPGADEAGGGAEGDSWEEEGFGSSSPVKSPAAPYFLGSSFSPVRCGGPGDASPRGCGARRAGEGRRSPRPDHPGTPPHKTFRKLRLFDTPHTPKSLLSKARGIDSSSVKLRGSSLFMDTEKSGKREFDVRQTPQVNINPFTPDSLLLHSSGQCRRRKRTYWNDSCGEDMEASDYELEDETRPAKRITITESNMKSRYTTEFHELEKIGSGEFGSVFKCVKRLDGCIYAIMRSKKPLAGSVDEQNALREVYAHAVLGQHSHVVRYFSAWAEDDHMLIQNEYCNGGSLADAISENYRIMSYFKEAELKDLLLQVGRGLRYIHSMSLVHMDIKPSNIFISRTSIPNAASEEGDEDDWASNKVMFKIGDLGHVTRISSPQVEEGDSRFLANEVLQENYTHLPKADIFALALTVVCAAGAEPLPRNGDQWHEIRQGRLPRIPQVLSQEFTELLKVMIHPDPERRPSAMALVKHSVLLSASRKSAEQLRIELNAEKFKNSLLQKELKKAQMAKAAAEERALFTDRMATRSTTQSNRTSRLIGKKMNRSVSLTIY
Numbers without * were called inactive; nt = no result given; [ ] = dose if it differs, or a comment.

Runt-CBFb FRET	KLK5 inh	Hck Nef HTS	Runt-SMMHC FRET	FXIa inh	Wee1 stabilizer	FXIIa inh	thrombin 1536	14-3-3 Bad inh	Compound
-4	-4	5	1	9	2	15	0	-13	COC(=O)c1ccc(C(=O)OCCCc2nc3ccc(N)cc3[nH]2)cc1
2	-1	-1	2	-4	-3	13	1	7	CCOc1cccc(-c2nn3c(-c4ccco4)nnc3s2)c1
1	0	1	3	-9	-2	-8	-7	-8	CCOC(=O)c1csc(NC(=O)c2ccc(S(=O)(=O)N(C)C)cc2)n1
-6	-1	24	1	-6	3	5	-5	-6	O=c1cc(N2CCCCC2)c(-c2ccccc2)nn1Cc1ccccc1
-3	-2	-2	0	4	6	2	1	11[fluorescence artefact?]	CCCSc1nc2c(c(=O)[nH]c(=O)n2C)n1Cc1ccc(C)cc1
-6	8	-1	-1	-7	-5	6	9	24	NC(=O)c1ccc(C23CC4CC(CC(C4)C2)C3)o1
-2	-15	8	-2	0	-1	7	-2	-8	Cc1c(NC(NC(=O)CC(C)C)C(Cl)(Cl)Cl)c(=O)n(-c2ccccc2)n1C (stereo not drawn)
1	12	0	1	0	0	-1	4	6	Cc1csc(SCC(=O)Nc2nc3ccccc3s2)n1
-3	nt	1	-5	-3	-2	5	-3	3	CC(C)CN1CCNC(=O)C1CC(=O)NCCc1ccc(C(F)(F)F)cc1 (stereo not drawn)
nt	6	1	4	-3	-2	10	0	6	Cc1c(-c2ccc(F)cc2)nc(N)c(C#N)c1-c1cccs1
2	-1	7	0	-4	1	1	-11	-7	CCCCOC(=O)c1cc(=O)[nH]c(=O)[nH]1
0	1	8	3	2	-3	-6	-26	0	CCN(CC)C(=O)N1c2ccccc2C=Cc2ccccc21
-2	-3	-1	3	4	-3	10	1	-7	COc1ccc(NC(=O)CCNS(=O)(=O)c2ccc3c(c2)CCC(=O)N3)cc1
-2	-1	-12	-9	-1	3	nt	-12	-2	O=C(Nc1cccc(S(=O)(=O)N2CCCCCC2)c1)c1cc(=O)c2ccccc2o1
2	0	7	2	0	-2	0	-1	-2	Cc1ccc(NC(=O)c2ccco2)c(NC(=O)c2cccs2)c1
4	-4	0	1	5	-5	11	2	-3	COC12NC(=O)N(C)C1(OC)C(=O)N(C)C(=O)N2C (stereo not drawn)
2	-12	0	1	8	-2	22	2	-1	CC(=O)Nc1ccc(Nc2nc(C)nc3c2oc2ccccc23)cc1
-3	-12	3	-7	10	-3	1	-4	0	O=C(O)CCC(=O)NNc1ccccc1[N+](=O)[O-]
1	-21	-7	2	-8	3	6	-3	-4	COC(=O)c1cc(-c2c(C)nn(-c3ccccc3)c2C)n[nH]1
2	-14	-5	3	-1	-3	4	-2	11	COc1ccc(CCNC(=O)C2CCN(C(=O)c3ccc([N+](=O)[O-])cc3)CC2)cc1
-3	14	15	-1	1	2	8	0	-2	Cc1cccc(OCc2nnc(SCC(=O)N3CC(=O)Nc4ccccc43)o2)c1
-1	-6	-6	-5	-1	2	8	-5	-2	CCN(CC(=O)Nc1ccc(C)c(F)c1)CC(=O)NC(C)(C)C
0	-2	1	1	-1	3	8	3	5	COc1ccc(OC)c(/C(O)=C/C(=O)C(=O)Nc2cc(C)cc(C)c2)c1
-2	-3	18	1	3	-1	4	nt	0	CCN(CC)S(=O)(=O)c1ccc(/C=C/C(=O)OCC(=O)N(C)C)cc1
4	-3	20	-4	-4	2	-2	-9	-2	O=C1c2ccccc2C(=O)c2c(Nc3ccc(CCO)cc3)ccc(O)c21
2	-5	0	3	4	0	5	-6	-6[fluorescence artefact?]	Cc1cccc(NC(=S)NCC(c2cccnc2)N2CCOCC2)c1 (stereo not drawn)
-1	-82	2	-1	-6	0	-4	-3	3	COc1ccc2c(C)c(Cl)c(=O)oc2c1
-1	-7	-1	0	6	-2	11	-1	8	Cn1c(Cn2c(=O)sc3ccccc32)nnc1SCC(=O)NCc1ccccc1
2	-7	12	0	-7	-2	-1	-5	1	Cc1cc(NC(=O)c2cccc(S(=O)(=O)N3CC(c4ccccc4)CC3=O)c2)no1 (stereo not drawn)
-4	1	3	-4	-2	-3	11	1	-4	Cc1cc(C)c2nc(SCCc3ccccc3)nc(C)c2c1

Three compounds already listed, ordered by the number in Runt-SMMHC FRET, low to high.
canonical_smiles	Runt-SMMHC FRET
O=C1c2ccccc2C(=O)c2c(Nc3ccc(CCO)cc3)ccc(O)c21	-4
COc1ccc2c(C)c(Cl)c(=O)oc2c1	-1
O=c1cc(N2CCCCC2)c(-c2ccccc2)nn1Cc1ccccc1	1

Next part
Runt-CBFb FRET	KLK5 inh	Hck Nef HTS	Runt-SMMHC FRET	FXIa inh	Wee1 stabilizer	FXIIa inh	thrombin 1536	14-3-3 Bad inh	Compound
-2	-25	5	-4	-8	0	-5	-5	2	O=C(NCC1CCCO1)C1CCCN1C(=O)NC1CCCCC1 (stereo not drawn)
-7	-21	5	-4	4	-2	7	-8	-15	COc1cccc(OCC(=O)O/N=C(\N)c2ccc(OC)c(OC)c2)c1
0	-20	10	3	1	10*	19	4	67	COc1ccc(Nc2ncnc3c2oc2ccccc23)cc1
-3	-28	1	1	20	0	26	6	3	Cc1ccc(NC(=S)N/N=C/c2ccc(OCCC(C)C)cc2)c(C)c1
0	-1	6	1	1	1	8	2	11	O=C(c1ccc(CS(=O)(=O)c2c(Cl)cccc2Cl)o1)N1CCN(c2ccccn2)CC1
-1	12	22	0	5	4	8	-8	-5	CCC(C(=O)Nc1ccc(C(C)C)cc1)c1ccccc1 (stereo not drawn)
-1	-7	0	-3	5	-1	12	-14	-4	N=C1c2ccccc2CN1NC(=O)c1cccc(S(=O)(=O)N2CCCC2)c1
0	3	13	2	2	0	14	5	-4	COc1ccc(C)cc1S(=O)(=O)N(C)CC(=O)N1CCC(C(N)=O)CC1
0	-9	2	4	-1	-3	6	-4	0[fluorescence artefact?]	O=C(OCc1c(F)cccc1Cl)c1cnccn1
1	7	-24	5	6	-2	12	4	-5	COc1ccc(OC)c(C2Nc3nc4ccccc4n3C(C)=C2C(=O)Nc2ccc(C)cc2C)c1 (stereo not drawn)
4	-73	11	5	-5	-1	-17	-3	5	O=C(c1cc2c(s1)-c1ccccc1OC2)N1CCCC1
-5	-10	10	-2	6	-1	16	-1	4	CCOc1ccc(N(CC(=O)Nc2ccccc2C(=O)NC(C)CC)S(C)(=O)=O)cc1 (stereo not drawn)
0	3	21	-1	2	3	14	1	0	CCOC(=O)C1(Cc2cccc(OC)c2)CCN(CC(O)CO)CC1 (stereo not drawn)
0	-10	0	-8	-6	1	-1	-7	-1	C=CCNC(=O)CSc1nnc(C(CC)N(C)C)n1C1CCCCC1 (stereo not drawn)
2	0	23	0	-3	-2	7	-2	-2	CCOc1cc(C=O)ccc1OCC(=O)N1CCCC1
7	-15	1	6	-6	-1	-1	-12	-12	COC(=O)c1ccc(C(=O)OC)c(NC(=S)N2CCN(c3cccc(Cl)c3)CC2)c1
0	-26	6	2	5	0	14	2	6	CCOC(=O)Cc1csc(NC(=O)c2csc(C)c2)n1
1	-4	2	-2	-4	2	4	-5	-11	COc1ccccc1CNC(=O)CN1CCN(S(=O)(=O)c2cccs2)CC1
0	-10	0	4	-13	-2	6	-19	-11	CC(C)(C)NC(=O)C(c1ccncc1)N(C(=O)c1csnn1)c1ccccc1 (stereo not drawn)
-2	0	-1	-1	-2	-1	1	-5	3	CSc1ccc(CN(C)CC(=O)Nc2ccccc2Br)cc1
0	0	-1	-6	-6	0	5	-7	11[fluorescence artefact?]	O=P(O)(CCc1ccccc1)CN1CCCCC1
-1	-10	0	-1	-5	5	0	-4	-12	O=C(CCC(=O)OCc1cccc([N+](=O)[O-])c1)Nc1ccccc1Cl
-1	-15	3	2	21	1	25	-2	30	COc1cccc(C(=O)N/N=C(\CC(C)C)c2ccccc2)c1
0	3	0	2	12	-3	17	4	4	Cc1cc(=O)n(C)c(=O)n1CCCCCOc1cccc([N+](=O)[O-])c1
0	-11	-1	1	10	0	25	7	-13	Cc1ccc(/C=N/NC(=O)c2c[nH]c3ccccc23)o1
0	-24	0	1	-1	1	13	0	2	O=C1[C@@H]2[C@H](Cc3ccc(O)cc3)N[C@]3(C(=O)Nc4ccccc43)[C@@H]2C(=O)N1c1ccc(F)cc1
-3	7	0	4	-11	1	-2	7	6	Cc1cccc2cc(CN(Cc3cccs3)C3(c4nnnn4C4CCCC4)CCCC3)c(=O)[nH]c12
2	-8	-1	4	18	0	26	0	-10	COc1cccc(CN(C(=O)Cc2c[nH]c3ccccc23)C(C(=O)NC2CCCCC2)c2cccs2)c1 (stereo not drawn)
-1	1	23	-3	2	-2	2	-4	-5	O=C(NC(=O)c1cccc(F)c1)Nc1nc(-c2ccc(F)cc2)cc(C(F)(F)F)n1
-2	16	3	3	-4	0	-6	-3	4	CN(CC(=O)N1CCN(c2ccccc2)CC1)S(=O)(=O)c1cnc[nH]1

Copied from the list.
`COc1cccc(OCC(=O)O/N=C(\N)c2ccc(OC)c(OC)c2)c1` @ Hck Nef HTS = 5
`COc1cccc(CN(C(=O)Cc2c[nH]c3ccccc23)C(C(=O)NC2CCCCC2)c2cccs2)c1` (stereo not drawn) @ KLK5 inh = -8
`COc1ccccc1CNC(=O)CN1CCN(S(=O)(=O)c2cccs2)CC1` @ thrombin 1536 = -5

Following part:
Runt-CBFb FRET	KLK5 inh	Hck Nef HTS	Runt-SMMHC FRET	FXIa inh	Wee1 stabilizer	FXIIa inh	thrombin 1536	14-3-3 Bad inh	Compound
-111	5	-92	-146	6	1	10	-8	-9	COC1=C/C(=C/c2c(N)n3c(nc2=O)sc2cc(S(C)(=O)=O)ccc23)C=CC1=O
-4	-27	2	-4	7	-4	16	0	6[fluorescence artefact?]	CC(=O)c1c(C)[nH]c(C(=O)OCCCCN2C(=O)c3ccccc3C2=O)c1C
43	-1	5	79*	-3	0	10	1	5[fluorescence artefact?]	CN(C)CCCn1c(N)c(C#N)c2nc(C#N)c(C#N)nc21
0	nt	-3	0	4	5	12	2	-2	CN1Cc2ccccc2CC1CNCc1c(C(=O)N2CCCC2)nc2ccccn12 (stereo not drawn)
-4	-7	3	2	10	-1	10	-3	5	COc1ccc(/C=C(/NC(=O)c2cccs2)C(=O)Nc2ccc(C)cc2)cc1OC
-4	-5	0	-1	-5	4	3	2	-5	O=C(NCCN1CCN(C(=O)C(c2ccccc2)c2ccccc2)CC1)C(=O)Nc1ccccc1
-4	-32	-3	-5	-1	2	10	-5	-2	CCc1ccc(C2CC(c3cccc(Cl)c3)n3nc(N)nc3N2)cc1 (stereo not drawn)
0	-16	1	7	-5	-2	4	-3	5[fluorescence artefact?]	c1ccc(-c2nc3ccccc3[nH]2)nc1
2	-1	1	2	2	1	2	-8	5[fluorescence artefact?]	C/C(=C\C(=O)c1ccc(F)cc1)Nc1ccc(N2CCOCC2)cc1
-2	-4	3	-1	5	-1	15	2	-8	Brc1c(CSc2nnc(-c3ccco3)o2)nc2ccccn12
3	-3	19	2	1	1	-1	-2	-2	CC1SC(C)C(=O)N(CC(=O)Nc2ccc([N+](=O)[O-])cc2)C1=O (stereo not drawn)
0	0	-11	3	1	-2	9	8	-11	COc1ccc(NC(=O)/C(=C\c2cccs2)NC(=O)c2ccco2)cc1

Source: PubChem BioAssay (several laboratories)
